Screening data as filed in PubChem.
14-3-3g Raf = 14-3-3 gamma protein interaction modulation. P61981. FP, 14-3-3gamma / TMR-pS259-Raf peptide binding. inhibition, % at 40 µM. hit rate 0.19% among 160,000; in the data active = inhibition above about 30%;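 note: 0% = protein plus tracer without compound and 100% = blank with tracer alone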
Target sequence (P61981 whole entry, looked up): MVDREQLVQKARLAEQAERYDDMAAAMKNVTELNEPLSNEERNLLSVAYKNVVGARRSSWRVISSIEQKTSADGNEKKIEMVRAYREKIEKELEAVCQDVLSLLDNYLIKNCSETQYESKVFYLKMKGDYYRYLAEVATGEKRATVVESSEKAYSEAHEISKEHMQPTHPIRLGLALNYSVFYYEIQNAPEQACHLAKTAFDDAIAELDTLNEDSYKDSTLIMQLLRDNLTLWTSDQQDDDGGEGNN
* = called active by the depositor; & = joins results of further samples.

SMILES | 14-3-3g Raf
N#Cc1c(-c2ccccc2)cc(-c2cccs2)nc1SC1CCCCC1O (configuration not stated) | -2.4
CCN1CCc2c(C#N)c(N3CCCCC3)nc(N3CCOCC3)c2C1 | 0.0
Cc1cccc(N2C(=O)SC(N(C)c3ccccc3)C2=O)c1 (configuration not stated) | -8.7
CCOC(=O)C1C(=O)C=C(c2ccc(OC)c(OC)c2)CC1c1ccccc1OC (configuration not stated) | -13.4
CCOC(=O)C1CCCN(Cc2ccc(OC)cc2OC)C1 (configuration not stated) | 0.9
O=C(c1ccc(Br)o1)N1c2ccccc2Sc2ccccc21 | -11.4
CN(CC(O)COc1ccc(OCC(O)CN(C)C2CCCCC2)cc1)C1CCCCC1 (configuration not stated) | -6.3
COc1ccc(OC)c(NC(=O)CSCC(=O)O)c1 | 0.9
CCN(C(=O)c1cc2cc3ccc(OC)cc3nc2s1)c1cccc(Cl)c1 | -2.0
O=C1c2ccccc2C(=O)N1CCCCN(C(=O)c1ccco1)c1ccc(Cl)cc1 | -0.5
O=C(NC1CCCCC1)C(c1ccccc1)N1CCc2ccccc21 (configuration not stated) | -38.2
COc1ccc(Cn2c(SCC(=O)N3CC(C)CC(C)C3)nc3cc4c(cc3c2=O)OCO4)cc1 (configuration not stated) | 0.5
COc1cc2c(cc1OC)C(C(=O)N1CCC(Cc3ccccc3)CC1)C(c1ccccc1F)N(C)C2=O (configuration not stated) | -15.8
COC(=O)C1=CNC=C(C(=O)OC)C1c1cc(C)ccc1C | -0.6
COC(=O)c1ccccc1NC(=O)c1cc([N+](=O)[O-])nn1Cc1ccccc1 | -2.9
CC(=O)NC1C(=O)N=C(SCC(=O)NC2CCCCC2)NC1=O (configuration not stated) | -2.9&-3.3
CCOC(=O)c1cn[nH]c1N | 4.2&-2.7
Cc1cccc(C)c1-n1c(N)c(C(=O)NCc2ccccc2)sc1=S | -9.8
COc1ccccc1C(=O)Nc1ccccc1C(=O)N1CCCC1 | 0.2
CCCC(=O)Nc1ncnc2c1ncn2[C@@H]1O[C@@H]2COP(=O)(O)O[C@H]2[C@H]1OC(=O)CCC | -1.3
O=C(Nc1ccc(-c2nc3ccccc3o2)c(O)c1)c1cc([N+](=O)[O-])ccc1Cl | -79.2
Cc1ccc(C)n1-c1ccc(Sc2ccc([N+](=O)[O-])cc2)cc1 | -11.4
COC(=O)c1ccccc1NC(=O)C1CC(c2ccc(F)cc2)=NO1 (configuration not stated) | -5.5
COc1ccc(-n2c(=S)[nH]c3cc(C(=O)N4CCOCC4)ccc3c2=O)cc1 | -11.4
CN(C)C(=O)C1C2NC(=S)N(c3cccc(Br)c3)C1(C)Oc1ccc(Cl)cc12 (configuration not stated) | 7.2
CN(C(=O)Cc1c(C(=O)O)n(C)c2ccccc12)c1ccc(Cl)cc1 | 8.7
Cc1csc(=Nc2ccccc2)n1-c1ccccc1 | -3.2
CCc1ccc(NC(=O)c2cn(C)c(=O)c3cc(OC)c(OC)cc23)cc1 | -15.2
NC(=O)c1c(NC(=O)c2ccccc2Cl)sc2c1CCCC2 | 4.2
COc1ccc2c(c1)OC1=C(C(=O)CCC1)C2C1=C(O)CCCC1=O (configuration not stated) | 0.3
Cc1onc(-c2ccccc2Cl)c1C(=O)OCN1C(=O)c2ccccc2C1=O | -1.6
Cc1c(C)[n+](=O)c2c(n1[O-])C(Br)CCC2Br (configuration not stated) | -7.0
CC(CN1C(C)CCCC1C)OC(=O)c1ccccc1Cl (configuration not stated) | 2.4
COc1ccc(Br)cc1C=Nc1ccccn1 | -0.4
CCCCCn1c(SCCN2CCOCC2)nc2c1c(=O)[nH]c(=O)n2C | -3.6&3.3
CC(C)OC(=O)CCc1nc2ccccc2[nH]c1=O | -5.8&13.8
COc1ccc(NC(=O)c2sc3nc4c(cc3c2N)CCCCC4)cc1OC | -3.9
O=C1NC(c2cccc3ccccc23)Nc2sc3c(c21)CCCC3 (configuration not stated) | -1.4
O=C(O)c1ccc2c(=O)n(CCC3=CCCCC3)c(=S)[nH]c2c1 | -4.0
Cn1c2ccccc2c2ccccc21 | -3.2
ClCCOc1ccc(Br)cc1OCCCl | 20.5
O=C(COc1ccccc1)NCC(c1cccs1)N1CCOCC1 (configuration not stated) | -3.4
CCOc1ccccc1COC(=O)c1cccc(-n2cnnn2)c1 | -6.2
CCCn1c(-c2cccs2)nc2ccccc21 | 1.9
COc1ccc2nc(N=C(NC(C)=O)NC(C)=O)nc(C)c2c1 | -5.6
Cc1n[nH]c(C)c1S(=O)(=O)Nc1ccc(F)cc1 | 3.8
Cc1c(C(=O)NCc2cccs2)oc2ccccc12 | -9.3
Cc1ccc2nc(-c3ccc(NC(=O)c4ccc([N+](=O)[O-])cc4Cl)cc3)sc2c1 | 2.0
COc1ccc(N2C(=O)C3CCCN3C2c2ccc(C)cc2)cc1 (configuration not stated) | 2.4
COc1ccc(Br)cc1S(=O)(=O)n1cnc2cc([N+](=O)[O-])ccc21 | -4.0
Next part
SMILES | 14-3-3g Raf
c1ccc(-n2nnnc2SCCN2CCOCC2)cc1 | 4.7
C=CCNC(=O)CCCc1ccccc1 | -5.0
CC(C)(C)n1nc2c(c1NC(=O)Cc1ccc(F)cc1)CSC2 | 0.0
O=c1[nH]c(-c2ccc(OCc3ccc(F)cc3)cc2)nc2sc3c(c12)CCCC3 | -1.5
CCOc1ccc(Nc2ccc(N3C(=O)CCC3=O)cc2[N+](=O)[O-])cc1 | -9.9
CCOC(=O)c1cc2c(=O)n3ccccc3nc2n(CC(C)C)c1=NC(=O)c1cccs1 | -13.1
CC(=O)N1N=C(c2c(-c3ccccc3)c3cc(Br)ccc3[nH]c2=O)CC1c1ccccc1F (configuration not stated) | 1.8
O=c1c(-c2ccc(Cl)cc2)[n+]([O-])c2ccccc2n1O | -29.2
Cc1cc(NC(=O)CSc2ncnc3sc4c(c23)CCC(C)C4)no1 (configuration not stated) | -9.9
Cc1ccc(NC(=O)c2ccc(Br)s2)c(C(=O)c2ccccc2)c1 | -2.0
CCSc1nnc(NC(=O)c2cc(C)oc2C)s1 | -0.7
O=C(Nc1ncc2c(n1)CC(c1ccc(Cl)cc1)CC2=O)c1ccccc1 (configuration not stated) | 1.9
O=C(Cn1cc2c(n1)CCCC2)Nc1ccccc1Cl | -0.9
CCN1C(=O)CSc2ccc(C(=O)NCCc3ccc(OC)c(OC)c3)cc21 | 0.6
COc1cccc(C2C(C#N)=C(N)Oc3cc(C)[nH]c(=O)c32)c1OC (configuration not stated) | 3.5
C=CCn1c(Cc2cccs2)nnc1SCC(=O)Nc1ccc(C(=O)OCC)cc1 | -4.7
Nc1nnc(SCC(=O)Nc2ccccc2C(F)(F)F)s1 | -5.2
O=C(O)C(Cc1ccccc1)Nc1ncnc2sc3c(c12)CCC3 (configuration not stated) | -33.1
O=C(Cn1nnc2ccccc21)c1ccccc1 | -3.1
COC(=O)c1sc2ccccc2c1NC(=O)c1ccc(S(=O)(=O)N2CCCC(C)C2)cc1 (configuration not stated) | 0.4

Taken from above.
Entry of CCSc1nnc(NC(=O)c2cc(C)oc2C)s1 in 14-3-3g Raf: -0.7
Entry of C=CCn1c(Cc2cccs2)nnc1SCC(=O)Nc1ccc(C(=O)OCC)cc1 in 14-3-3g Raf: -4.7

An excerpt of these results, with values ahead of the structure:
14-3-3g Raf | smiles
-5.0 | C=CCNC(=O)CCCc1ccccc1
0.0 | CC(C)(C)n1nc2c(c1NC(=O)Cc1ccc(F)cc1)CSC2
-1.5 | O=c1[nH]c(-c2ccc(OCc3ccc(F)cc3)cc2)nc2sc3c(c12)CCCC3
-9.9 | CCOc1ccc(Nc2ccc(N3C(=O)CCC3=O)cc2[N+](=O)[O-])cc1
-13.1 | CCOC(=O)c1cc2c(=O)n3ccccc3nc2n(CC(C)C)c1=NC(=O)c1cccs1
1.8 | CC(=O)N1N=C(c2c(-c3ccccc3)c3cc(Br)ccc3[nH]c2=O)CC1c1ccccc1F (configuration not stated)
-29.2 | O=c1c(-c2ccc(Cl)cc2)[n+]([O-])c2ccccc2n1O
-9.9 | Cc1cc(NC(=O)CSc2ncnc3sc4c(c23)CCC(C)C4)no1 (configuration not stated)
-2.0 | Cc1ccc(NC(=O)c2ccc(Br)s2)c(C(=O)c2ccccc2)c1
-0.7 | CCSc1nnc(NC(=O)c2cc(C)oc2C)s1
1.9 | O=C(Nc1ncc2c(n1)CC(c1ccc(Cl)cc1)CC2=O)c1ccccc1 (configuration not stated)
-0.9 | O=C(Cn1cc2c(n1)CCCC2)Nc1ccccc1Cl
0.6 | CCN1C(=O)CSc2ccc(C(=O)NCCc3ccc(OC)c(OC)c3)cc21
3.5 | COc1cccc(C2C(C#N)=C(N)Oc3cc(C)[nH]c(=O)c32)c1OC (configuration not stated)
-4.7 | C=CCn1c(Cc2cccs2)nnc1SCC(=O)Nc1ccc(C(=O)OCC)cc1
-5.2 | Nc1nnc(SCC(=O)Nc2ccccc2C(F)(F)F)s1

Following part.
SMILES | 14-3-3g Raf
Cc1ccccc1NC(=O)c1c(NC(=O)Cc2ccccc2)sc2c1CCCC2 | -21.7
Fc1cccc2sc(Nc3nnc(-c4ccco4)o3)nc12 | -3.5
Cc1ccc(C)c(N2CCN(C(=O)CCNC(=O)Cn3ccc4ccccc4c3=O)CC2)c1 | -0.1&4.9
CSc1nnc2c(n1)OC(c1cccc([N+](=O)[O-])c1)Nc1ccccc1-2 (configuration not stated) | -64.4
CCC(C)NC(=O)C1CCN(S(=O)(=O)c2cccnc2)CC1 (configuration not stated) | -1.6
O=S(=O)(c1ccccc1)N1CCCC(C(F)(F)F)C1 (configuration not stated) | -6.9
CCc1nnc(SCc2ccc(C(=O)OC)o2)n1N | -1.4
CC(C)CC1=NN(C(=O)c2ccccc2Cl)C(O)(C(F)(F)F)C1 (configuration not stated) | -2.8
O=C(Nc1ccc(NC(=O)C2CCCCC2)cn1)c1ccco1 | -1.5
Cc1ccc(Cn2ccc(NC(=O)c3noc4c3CCCC4)n2)cc1 | -7.6
CC(=O)OCc1cnc(C)c2oc(=Nc3ccccc3)c(C(=O)Nc3ccc(C)c(C)c3)cc12 | -4.5
NC(=O)c1nsc(C(=O)N(CCc2ccccc2)C(C(=O)NC2CCCC2)c2ccco2)c1N (configuration not stated) | -0.2
CC1COC(c2cccn2Cc2ccccc2Cl)=N1 (configuration not stated) | -2.7
COCCCn1c(C2CCCCC2)nc2oc3cc(OC)ccc3c(=O)c2c1=O | -1.6
COC(=O)c1cccc(C(=O)Nc2ccc(Br)cc2)n1 | 0.3
COc1cccc(C2C(C(N)=O)=C(C)Nc3nc(-c4cccc(Cl)c4)nn32)c1 (configuration not stated) | -2.1
CC(=O)c1cccc(NS(=O)(=O)c2cnc[nH]2)c1 | -8.2
CC1(C)CC(=O)C=C(NCc2ccco2)C1 | 4.2
CCOC(=O)c1cc(CC)sc1N=CC1C(=O)c2ccccc2C1=O | -11.4
O=[N+]([O-])c1ccc(N2CCN(S(=O)(=O)c3cccc4nsnc34)CC2)c(C(F)(F)F)c1 | 1.0
COc1nc(Nc2ccc(Cl)cc2)nc(NC(C)(C)C)n1 | 4.2
Cc1ccc2c(c1)N(CCC(=O)NCc1ccccn1)C(=O)CO2 | -11.1
N#Cc1c2c(c(NCCCN3CCOCC3)n3c1nc1ccccc13)CCC2 | -7.5
CC(=O)Nc1nc2c(ncn2COCCOC(C)=O)c(=O)[nH]1 | 4.8&-126.8
COc1cc(C2Nc3ccc4ccccc4c3C3=C2C(=O)CC(c2ccccc2)C3)ccc1OC(C)=O (configuration not stated) | -8.1
O=C(O)C1CCCCC1C(=O)Nc1ccc(S(=O)(=O)N2CCOCC2)cc1 (configuration not stated) | -5.5
COc1ccc2c(=O)c(-c3ccccc3Cl)c(C(F)(F)F)oc2c1 | -11.4
Cc1ccccc1NC(=O)c1c(NC(=O)c2ccc(F)cc2)sc2c1CCCCC2 | -18.2
CCOC(=O)N1CCC(NC(=O)c2cc(-c3ccc(F)cc3)[nH]c2C)CC1 | 9.3
CCCCOc1ccccc1Cn1c(=O)oc2ccc(C)cc21 | -3.5
COc1ccc(CNC(=O)C2CCN(C(=O)c3ccc(Cl)cc3)CC2)cc1 | 1.0
COC(=O)CN(Cc1ccccc1)S(=O)(=O)c1ccccc1 | -2.6
CCc1cc(C)cc(OCC(O)C[n+]2cn(CC)c3ccccc32)c1 (configuration not stated) | 2.3
COc1ccccc1S(=O)(=O)Cc1ccc(C(=O)NC2CCCCC2)o1 | -4.2
O=[N+]([O-])c1ccc(C=CC=Nc2cccc(-c3nc4ccccc4o3)c2)cc1 | -85.8
CCCCN1C(=S)SC(C)(C)C1[N+]([O-])=Cc1ccc(S(=O)(=O)NC)cc1 (configuration not stated) | 7.2
CCOc1ccc(NC(=O)c2ccc(C)cc2)cc1 | -4.2
COc1ccc([N+](=O)[O-])cc1NC(=O)CCNC(=O)Cn1ccc2ccccc2c1=O | -0.9
COC(=O)C(NC(=O)c1cc2nc(-c3cccs3)cc(C(F)(F)F)n2n1)C12CC3CC(CC(C3)C1)C2 (configuration not stated) | -9.3
Cc1ccc(S(=O)(=O)NC2(C(F)(F)F)C(=O)Nc3c2c(=O)n(C)c(=O)n3C)cc1 (configuration not stated) | -2.5
Cc1ccccc1NC(=O)CSc1nnc(C)c2ccccc12 | -1.1
COc1cc(C2C3=C(CC(C)(C)CC3=O)N(C)C3=C2C(=O)CC(C)(C)C3)ccc1O | -12.8
O=C(O)CCc1ccc(-c2ccc(F)cc2)n1-c1cccc(O)c1 | -21.2
Cc1ccc(C(C)C)c(OCC(=O)Nc2ccc(-c3nc4ccccc4s3)c(O)c2)c1 | -67.4
CCOc1ccc(N(CC)S(=O)(=O)c2ccc3c(c2)CCN3C(C)=O)cc1 | -3.4
O=C(C1c2ccccc2C(=O)N2CCc3ccccc3C12)N1CCN(c2ccccn2)CC1 (configuration not stated) | -7.0
Cc1ccc(C(=O)N2CCc3ccccc32)cc1 | -7.3
Cc1ccc(C)n1C(Cc1ccccc1)C(=O)O (configuration not stated) | -25.9
COc1cccc(CNC(=O)CN2C(=O)CSc3ccc(S(=O)(=O)N4CCCCCC4)cc32)c1 | 3.5
Cc1ccc(S(=O)(=O)NC(C)(C)CN2CCN(C(c3ccccc3)c3ccccc3)CC2)cc1 | -2.9
Cc1cc2ncc(-c3ccc(Br)cc3)nc2cc1C | -2.9

An excerpt. The share of hits here may be higher or lower than overall.
